# USP2a inh: blocks human ubiquitin-specific protease USP2a. USP2 core, Ub-CHOP2 coupled fluorogenic reporter, 485/531. Potency, µM (doses to about 38.3 µM), inactives show at the highest dose activity change, negative = inhibition, hits mostly inhibitors. 0.01% of 330,000 active;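 note: potency is the fitted concentration of half-maximal effect; plate controls were DMSO wells for no effect and full inhibition by NEM control for full effect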
#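 USP2 core (10nM final) preincubated 30min RT with compound in 20mM Tris-HCl pH 8.0, 2mM CaCl2, 2mM beta-mercaptoethanol, 0.05% CHAPS; 25nM Ub-CHOP2 plus 25nM reporter substrate added, fluorescence (Ex485/Em531) read after 60min.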
# Menin-MLL TR inh: menin-MLL binding inhibition, Texas Red mutant peptide | Menin + Texas Red MLL mutant peptide, fluorescence polarization | Potency, µM (titrated, usually from 61.6 µM), without a hit: top-dose FP activity change, negative = inhibition, most hits filed as inhibitors | 0.23% of 270,000 active | AID 1768; active = well fitted inhibition curve with a large enough effect in the polarisation, with a control signal flat, not every such curve was filed as active; inconclusive = small, poorly fitted or top-dose-only effect, or effect the other way, or a change in a side signal; inactive = no such curve, though single readings can be large or run the other way; the % refers to the polarisation; note: potency is the fitted concentration of half-maximal effect; % of control where 0% means no effect; many of its hits are not listed in these tables
# TSHR antagonist: antagonists of human thyroid stimulating hormone receptor. P16473. TSHR-expressing cells, TSH-stimulated cAMP HTRF, 2 h; hits give low values. 0.2% of 330,000 active. activity change, negative = inhibition, % at 11.5 µM;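 active = activity change below a set negative limit, meaning inhibition stronger than a set level, cut at about -70% in these data; inconclusive = activity change between two set negative limits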; note: % is set by controls: 0 for no effect and ±100 for the full control effect
#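 TSHR-expressing cells, 200/well, pre-treated with compound, then stimulated with EC80 TSH (4nM final) for 2 hours at 37 deg C. cAMP measured by competitive HTRF: anti-cAMP cryptate antibody in lysis buffer plus cAMP-d2, read after 30 minutes at room temperature.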
# hERG WT inh: blocks the wildtype human KCNH2 potassium channel; U2OS, BacMam KCNH2, thallium flux FluxOr; hits give low values; Q12809; activity change, % at 1.84 µM; 0.37% of 340,000 active;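 active = maximum activity change below -70%; inconclusive = maximum activity change between -70% and -50%; inactive = maximum activity change above -50%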; note: % is set by controls: 0 for no effect and ±100 for the full control effect
# Target sequence (Q12809 whole entry, looked up): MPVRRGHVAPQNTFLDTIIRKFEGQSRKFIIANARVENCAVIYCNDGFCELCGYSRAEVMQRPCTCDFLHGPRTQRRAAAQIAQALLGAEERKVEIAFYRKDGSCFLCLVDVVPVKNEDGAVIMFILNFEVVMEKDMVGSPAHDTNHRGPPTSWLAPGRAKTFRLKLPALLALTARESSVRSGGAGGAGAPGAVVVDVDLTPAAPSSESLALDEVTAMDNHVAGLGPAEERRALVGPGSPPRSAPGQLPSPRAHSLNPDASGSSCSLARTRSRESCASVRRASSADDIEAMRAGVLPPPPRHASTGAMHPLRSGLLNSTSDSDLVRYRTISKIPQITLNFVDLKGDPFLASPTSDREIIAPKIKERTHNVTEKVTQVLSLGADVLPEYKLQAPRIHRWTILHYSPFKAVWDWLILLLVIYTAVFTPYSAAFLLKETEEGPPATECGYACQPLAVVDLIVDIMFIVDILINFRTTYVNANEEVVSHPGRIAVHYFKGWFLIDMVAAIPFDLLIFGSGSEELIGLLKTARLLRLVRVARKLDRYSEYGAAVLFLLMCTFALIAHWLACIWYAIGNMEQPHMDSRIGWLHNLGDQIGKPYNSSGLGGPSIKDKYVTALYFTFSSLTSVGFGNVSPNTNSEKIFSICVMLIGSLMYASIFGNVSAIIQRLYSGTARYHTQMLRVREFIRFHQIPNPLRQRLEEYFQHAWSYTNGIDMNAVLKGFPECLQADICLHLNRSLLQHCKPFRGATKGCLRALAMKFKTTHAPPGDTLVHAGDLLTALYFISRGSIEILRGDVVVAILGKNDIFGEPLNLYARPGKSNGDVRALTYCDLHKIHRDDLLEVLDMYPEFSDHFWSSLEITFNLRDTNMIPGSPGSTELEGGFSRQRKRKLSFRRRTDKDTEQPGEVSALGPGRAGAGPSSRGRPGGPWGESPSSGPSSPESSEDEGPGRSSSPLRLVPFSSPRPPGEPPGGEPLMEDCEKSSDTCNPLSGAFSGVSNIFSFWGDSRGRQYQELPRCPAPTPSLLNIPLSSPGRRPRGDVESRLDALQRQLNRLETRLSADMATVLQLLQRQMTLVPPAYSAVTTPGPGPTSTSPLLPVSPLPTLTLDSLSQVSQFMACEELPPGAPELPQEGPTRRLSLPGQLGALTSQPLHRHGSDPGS
#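 U2OS cells were transduced with wild-type KCNH2 virus (2.03 x 10^8 / mL) for 4 h at room temperature, then cultured overnight at 37 C. Thallium flux was read with FluxOr dye. Rate constants were normalized to DMSO controls.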
# BCR signal inh: inhibitors of chronic active B-cell receptor signaling | ABC-DLBCL IkBa-CBG/CBR reporter, luminescence ratio, 4 h | Potency, µM (highest dose often 46.1 µM), without a hit: at the top dose ratio change, negative = lower green/red ratio, actives largely listed as inhibitors | 0.05% of 340,000 active | AID 493014; active = well fitted inhibition curve with a large enough effect in the signal ratio, with a control signal flat, not every such curve was filed as active; inconclusive = small, poorly fitted or top-dose-only effect, or effect the other way, or a change in a side signal; the % refers to the signal ratio;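 note: potency is the fitted concentration of half-maximal effect; plate controls were basal doxycycline-induced cells for no effect and cells given 10 µM MG132 for full effect; MG132 reads +100%, hits lower the ratio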
#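 TMD8 ABC-DLBCL cells carrying doxycycline-inducible green luciferase fused to IkappaBalpha plus unfused red luciferase were exposed to compounds (up to 46 uM) for 4 hrs at 37C. Activity came from the overlap-corrected green/red luminescence ratio.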
# GALK inh: inhibitors of human galactokinase; P51570; Purified GALK, Kinase-Glo residual ATP luminescence; Potency, µM (doses to about 57.5 µM), for the others: top-dose activity change, negative = inhibition, hits mostly inhibitors; 0.007% of 270,000 active; AID 1868; note: potency is the fitted concentration of half-maximal effect; % is set by controls: 0 for no effect and ±100 for the full control effect
#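 The enzyme phosphorylates galactose (100 uM) using ATP (35 uM); inhibition is detected as higher residual ATP, quantified by bioluminescence after 1 h reaction at room temperature, pH 8.0.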
# Mito fusion yeast: mitochondrial division inhibition or fusion activation | S. cerevisiae fusion-defective mutant growth rescue, CellTiterGlo 48 h | Potency, µM (highest dose often 46.1 µM), inactives show at the top dose growth rescue (activation), actives largely listed as activators | 0.23% of 320,000 active;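 note: potency is the fitted concentration of half-maximal effect; % of control where 0% means no effect; nearly all actives have a fitted effect of over 45% in size; temperature-sensitive fusion mutants such as fzo1-1 at 37 °C on non-fermentable ethanol glycerol medium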
#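 Growth-rescue viability read-out: after 48 h at the non-permissive 37C in glycerol/ethanol YPEG, yeast mitochondrial fusion mutants are measured by CellTiterGlo luminescence; compounds (23 nl pinned per well) restoring growth score as division inhibitors or fusion activators.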
# Eya2 inh: inhibitors of human Eya2 phosphatase activity; recombinant Eya2, OMFP fluorescence dephosphorylation (OMFP is methylfluorescein phosphate); Potency, µM (top dose mostly 76.9 µM), without a hit: at the top dose activity, negative = inhibition, most hits filed as inhibitors; 0.006% of 330,000 active; note: potency is the fitted concentration of half-maximal effect; % is set by controls: 0 for no effect and ±100 for the full control effect
#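 Eya2 (0.2 uM) preincubated 10 min at ambient with compound, then OMFP substrate added at 50 uM; 10 min reaction in 50 mM HEPES pH 7.5, 50 mM NaCl, 5 uM MgCl2, 0.05% BSA, 1 mM DTT. Fluorescence read at Ex 485/Em 525 nm.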
# PKM2 activator: PKM2 (human) enzyme activation; purified PKM2, Kinase-Glo ATP luminescence, activation; response scale: 0% is enzyme alone, no compound; Potency, µM (top dose mostly 57.5 µM), without a hit: top-dose activation, actives largely listed as activators; 0.34% of 260,000 active; AID 1631; note: potency is the fitted concentration of half-maximal effect; % is set by controls: 0 for no effect and ±100 for the full control effect; nearly all actives have a fitted effect of over 55% in size
#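 Purified hPK-M2 (>95% pure) converted ADP (0.1 mM final) to ATP with 0.5 mM PEP in 50 mM imidazole pH7.2, KCl, MgCl2, Tween 20, BSA; 1 h at room temperature. ATP detected by Kinase-Glo luminescence.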
# S-ASM inh: human S-ASM enzyme inhibition. P17405. placental ASM, HMU-PC fluorogenic substrate, 60 min. Potency, µM (doses to about 57.5 µM), for the others: at the top dose activity change, negative = inhibition, actives largely listed as inhibitors. 0.006% of 340,000 active. AID 504937; note: potency is the fitted concentration of half-maximal effect
#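 Human placenta-derived ASM enzyme was preincubated with compound for 10 minutes at room temperature, then given fluorogenic substrate HMU-PC0 (9 uM final) for 60 minutes at 37 °C; a pH 10 stop preceded fluorescence reading at Ex 386/Em 447 nm.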
# MBNL1 CUG block: MBNL1-poly(CUG) RNA binding inhibition; Q9NR56; TR-FRET MBNL1-His/biotin-(CUG)12 binding, 665/545 ratio; Potency, µM (series often up to 57.5 µM), for the others: at the highest dose activity change, negative = inhibition, usual class: inhibitors; 0.036% of 280,000 active; AID 2675; active = well fitted inhibition curve with a large enough effect in the signal ratio, with a control signal flat, not every such curve was filed as active; inconclusive = small, poorly fitted or top-dose-only effect, or effect the other way, or a change in a side signal; inactive = no such curve, though single readings can be large or run the other way; the % refers to the signal ratio; note: potency is the fitted concentration of half-maximal effect; % is set by controls: 0 for no effect and ±100 for the full control effect
#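 Ratiometric TR-FRET (665 over 545 nm, excitation 340 nm) tracks disruption of MBNL1-His/biotin-(CUG)12 complex after 60 min at room temperature, with compounds at 92 nM to 58 uM final.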
# Starred values were filed as active, the others as inactive; i = inactive; u = inconclusive; x = not tested or not shown; [ ] = another dose, or the depositor's remark. Unless noted, calls come from the whole dose curve; as a rule, active = well fitted curve in the direction sought with a large enough effect; inconclusive = small, poorly fitted or top-dose-only effect, or another doubt; inactive = no such curve, though single readings can be large; an effect the other way counts as inactive or inconclusive. These rows are one share of the data. The share of hits here may be higher or lower than overall.
SMILES,USP2a inh,Menin-MLL TR inh,TSHR antagonist,hERG WT inh,BCR signal inh,GALK inh,Mito fusion yeast,Eya2 inh,PKM2 activator,S-ASM inh,MBNL1 CUG block
Cc1cc(C(=O)N2CCCC(N3CCN(c4cccc(C(F)(F)F)c4)CC3)C2)nn1C (stereo unspecified),5%,x,1,5,-1%,-2%,u,3%,x,2%,-2%
O=C(Nc1ccccc1F)c1ccccc1-c1ccccc1,1%,-12%,-1,-18,u,3%,9%,1%,0%,-1%,-9%
CC1(C)CC(=O)NC=C(c2ccccc2)C1,-1%,-5%,-10,-5,2%,4%,4%,-6%,-2%,5%,3%
CCCN1C(=O)C2(SC(NC(C)=O)=NN2C(C)=O)c2cc(C)cc(C)c21 (stereo unspecified),2%,x,13,-3,-2%,-1%,-1%,3%,-9%,6%,-7%
Cc1cc(NC(=O)Nc2ccc3c(ccn3C)c2)sn1,x,u,-7,-6,x,x,u,-1%,x,-10%,x
COC(=O)CCCC(=O)N1CCCC(C(=O)c2ccc(-c3ccccc3)cc2)C1 (stereo unspecified),5%,-19%,-6,0,-9%,-1%,3%,4%,-4%,-2%,4%
CC(C)Nc1nc(NC(C)C)nc(OCCOC(=O)Nc2ccccc2)n1,0%,x,2,4,u,-1%,3%,-6%,2%,-3%,-7%
Oc1cccc2c(NC(=S)Nc3ccc(OC(F)F)cc3)cccc12,0%,u,7,-1,u,2%,1%,-2%,-15%,-5%,u
COc1ccc(CC(=O)Nc2cccc(S(=O)(=O)N3CCOCC3)c2)cc1OC,0%,x,-34,15,-1%,x,-1%,1%,x,3%,x
Cc1ccc(C(C(=O)NC2CCCCC2)N(C(=O)Cc2c[nH]c3ccccc23)c2ccccc2C)o1 (stereo unspecified),-2%,-12%,0,0,-9%,0%,-2%,-3%,-1%,3%,x
CC(=O)c1ccc(N2CCN(C(=O)CCCn3c(=O)[nH]c4ccccc4c3=O)CC2)cc1,1%,-22%,-8,1,-9%,-1%,2%,5%,5%,0%,0%
O=C(CSc1n[nH]c(-c2ccccc2)n1)NCc1cccc(C(=O)O)c1,2%,3%,19,-5,2%,3%,5%,8%,-1%,5%,-20%
O=C(Nc1cccc(NC(=O)c2ccc3c(c2)OCO3)c1)c1ccccc1,1%,2%,6,-1,u,10%,-6%,-4%,x,-7%,-6%
O=C(NCc1ccco1)c1ccc2c(c1)C(=O)c1ccccc1-2,2%,37%[activator],-12,-13,u,-7%,0%,-1%,u,-2%,u
O=C(CCCOc1ccc(Cl)cc1Cl)N/N=C/c1ccccc1,-5%,18%,-10,-3,u,-2%,-1%,-10%,-2%,-12%,-10%
COc1cccc(OCCNS(=O)(=O)c2ccccc2[N+](=O)[O-])c1,4%,x,x,0,0%,x,x,-11%,x,-3%,x
CCOc1ccc2cc(C#N)c(SCC(=O)OC)nc2c1,4%,-18%,-5,-9,-1%,5%,10%,3%,8%,4%,108%[activator]
Cc1cc(C(=O)N/N=C/c2ccc(-c3cccc(Cl)c3)o2)n[nH]1,1%,x,8,1,-12%,x,0%,-9%,-7%,205%[activator],13%
O=S(=O)(c1cnc[nH]1)N1CCN(C(c2ccc(F)cc2)c2ccc(F)cc2)CC1,-3%,x,9,15,-6%,1%,-3%,2%,x,-3%,0%
Cc1ccc(CS(=O)(=O)Cc2ccc(C(=O)NCc3cccs3)o2)cc1,2%,2%,-12,-17,-2%,-1%,-5%,2%,-10%,6%,1%
O=C(Nc1ccc(C(F)(F)F)cc1)c1ccc2nc[nH]c2c1,-1%,23%,6,i,1%,x,2%,-4%,-17%,-2%,-23%
CCCC(C(=O)NCc1ccco1)N(Cc1ccco1)C(=O)CNS(=O)(=O)c1ccccc1 (stereo unspecified),0%,-19%,3,2,1%,7%,-5%,1%,1%,-3%,1%
COc1ccc(F)cc1S(=O)(=O)n1nc(C)cc1C,-2%,-18%,-7,4,0%,-1%,3%,6%,-1%,-1%,1%
CC(C)[C@H]1C=C(C(=O)O)O[C@@H](OCCCCO)C1,4%,x,5,0,-4%,-1%,-4%,5%,0%,1%,6%
COc1cccc(/C=N/NC(=O)c2c(C)nc3ccc(Br)cn23)c1,9%,1%,-12,-5,u,-1%,2%,2%,-1%,-1%,11%
CN(C)c1nc(=NCc2ccco2)ss1,-5%,x,10,6,u,3%,-11%,2%,23%,1%,x
O=C1c2ccccc2C(O)N1CCN1CCOCC1 (stereo unspecified),1%,-6%,-3,3,-5%,0%,0%,-2%,1%,8%,8%
Cc1cc(/C=C2\C(=N)N3N=C(CC(=O)N4CCOCC4)SC3=NC2=O)c(C)n1-c1ccccc1,4%,x,-13,8,6%,-5%,2%,10%,x,1%,11%
COc1ccc(-c2csc(N(CCCN3CCOCC3)C(=O)CCl)n2)cc1,1%,1%,-7,-1,-1%,-3%,-2%,u,-1%,0%,-3%
COCc1cccc(NC(=O)CCc2ccccc2)c1,-6%,8%,-5,1,-13%,7%,1%,-3%,-7%,0%,-7%
Cc1cccc(C)c1-n1ncc(C(=O)NC2CCCC2)c1C1CCNCC1,0%,-1%,28,1,0%,-1%,1%,2%,x,5%,3%
COc1cccc(/C=C/c2ccc3cccc(O)c3n2)c1OC,0%,u,-7,-9,u,-1%,11%,4%,x,8%,26%
COc1ccc(CN2C(=O)c3cccnc3C2=O)cc1S(=O)(=O)NCc1ccc(C)o1,4%,20%,7,-12,0%,-3%,-2%,15%,x,-1%,u
CC(=O)c1c(C)[nH]c(C(=O)CN2C(=O)NC3(CCCCC3)C2=O)c1C,1%,x,7,-6,-16%,x,3%,-19%,x,1%,x
Cc1cc(OCC(O)CN(C)C(=O)C(C)Oc2ccccc2)ccc1Cl (stereo unspecified),0%,-9%,15,-1,-2%,2%,4%,5%,0%,-6%,-7%
CCCCN1C(=O)C(=O)N(CC(=O)N2N=C3/C(=C/c4ccco4)CCCC3C2c2ccco2)C1=O (stereo unspecified),4%,-2%,-6,-13,u,1%,-4%,6%,19%,7%,5%
CCCCOc1ccc(/C=N/NC(=O)c2nnn(-c3nonc3N)c2C)cc1,4%,x,7,19,0%,1%,-10%,1%,x,i,-1%
CCOc1ccccc1C(=O)Nc1nnc(Cc2ccc(OC)c(OC)c2)s1,1%,-15%,-19,0,-6%,1%,-4%,1%,6%,-5%,0%
CN1CCN(C(=O)C2CCN(c3ncnc4c3nc3n4CCCCC3)CC2)CC1,-1%,1%,16,-7,-1%,8%,7%,-3%,0%[0.46 µM],7%,-1%
CC(=O)NC(NC(=S)Nc1ccc(C)cc1C)C(Cl)(Cl)Cl (stereo unspecified),-2%,x,-3,1,-2%,x,1%,-13%,1%,0%,-1%
COc1cccc(CC(=O)Nc2cc(S(=O)(=O)N3CCOCC3)ccc2N2CCOCC2)c1,8%,2%,-1,-15,-1%,-2%,-4%,11%,2%,-3%,-1%
O=C(Nc1ccccc1C(=O)Nc1ccc(Cl)cc1)c1cccnc1,-1%,36%[activator],-6,-2,-8%,-1%,7%,7%,x,-7%,-5%
CSc1nc(N)nc(SCCS(=O)(=O)c2ccc(Cl)cc2)c1C#N,0%,u,-11,11,u,-3%,u,2%,u,-9%,u
Cc1ccc(NC(=O)CCNC(=O)Cn2ccc3ccccc3c2=O)cc1F,-1%,u,7,2,1%,-1%,3%,8%,-2%,1%,0%
O=c1[nH]c2c(s1)C(c1ccco1)C1C3CCC(C3)C1S2 (stereo unspecified),-1%,4%,9,-1,-11%,0%,-2%,18%,1%,-9%,18%
CC(C)CCNC(=O)C12CN(Cc3ccccc3)CC1C(c1cccc([N+](=O)[O-])c1)=NO2 (stereo unspecified),-2%,u,12,8,9%,-3%,6%,3%,4%,-1%,u
